NR2E3 ag-1 – NR2E3 agonists in two-hybrid cells, primary screen, cell-based, luminescence, CHO-S, Gal4-NCOR/VP16-NR2E3; luciferase; inhibition of corepressor binding, % at 3.98 µM; 360,000 tested, 0.35% active; AID 602229, 2012;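 active means inhibition above the mean of all tested compounds plus 3 SD, cut at about 70% in these data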;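 further: 0% = DMSO with NR2E3 transfected cells and 100% = cells lacking NR2E3 construct; higher means lower luciferase signal from less NR2E3 corepressor binding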
Target sequence (Q9Y5X4 whole entry, looked up, the tested form may be a part): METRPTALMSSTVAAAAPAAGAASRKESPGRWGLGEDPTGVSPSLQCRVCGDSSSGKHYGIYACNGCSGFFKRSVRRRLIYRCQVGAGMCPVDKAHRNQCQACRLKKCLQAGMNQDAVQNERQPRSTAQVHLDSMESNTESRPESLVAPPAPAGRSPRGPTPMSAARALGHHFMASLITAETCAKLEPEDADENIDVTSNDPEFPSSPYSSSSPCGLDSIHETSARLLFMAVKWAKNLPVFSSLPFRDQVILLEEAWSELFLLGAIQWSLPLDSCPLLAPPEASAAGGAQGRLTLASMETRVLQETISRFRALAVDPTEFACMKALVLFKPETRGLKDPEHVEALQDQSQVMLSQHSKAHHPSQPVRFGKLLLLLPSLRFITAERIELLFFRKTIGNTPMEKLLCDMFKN
hiPSC survival – enhancers of single-cell hiPSC survival, primary screen, ATPlite luminescence; 360,000 tested, 0.044% active; 100% = ROCK inhibitor wells, 0% = DMSO; survival enhancement, % at 20 µM; in the data active means survival enhancement above about 18%;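 further: cells exposed to compounds for 16 hours before the ATP read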
CF NFkB block – inhibitors of PAF-induced NF-kB signaling, primary screen, cell-based, GFP fluorescence, uHTS; KKLEB NF-kB-GFP reporter, GFP fluorescence overnight; inhibition, % at 5 µM; 360,000 tested, 0.86% active; AID 588850, 2011;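 active means at least 50% inhibition at 5 µM, scaled per plate between neutral and stimulator controls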;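 further: PAF is a Pseudomonas aeruginosa culture filtrate used as stimulus; plate controls were PAF-stimulated DMSO wells for no effect and unstimulated DMSO wells for full effect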
aDG glyco act – activators of alpha-DG glycosylation, primary screen, uHTS, Pro5-aDG cells, AlphaScreen | alpha-DG glycosylation AlphaScreen (IIH6); 0% Pro5, 100% B10-LARGE cell signal | activation, % at 10 µM | 360,000 tested, 0.22% active | AID 624168, 2012;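 active means activation of at least 8% versus controls, or a plate z-score of at least 8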;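 further: Pro5 are CHO cells carrying HIG-tagged alpha-DG that lacks glycosylation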
TWEAK-Fn14 inh – inhibitors of TWEAK-Fn14 signaling, primary screen, luciferase reporter cells, uHTS. 360,000 tested, 2% active. inhibition, % at 10 µM. TWEAK-stimulated Fn14 reporter cells, luciferase luminescence, 8 h; in the data active means inhibition above about 50%
MITF TRPM1 inh – inhibitors of MITF-dependent TRPM1 promoter reporter, primary screen, cell-based, SK-MEL-5, single point, luciferase | 330,000 tested, 0.83% active | SK-MEL-5 TRPM1 promoter luciferase, 24 h | inhibition, % at 12.5 µM | AID 488899, 2010;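 active means mean inhibition across replicates of 60% or more, whatever share of single replicates reaches that level; inconclusive means some that reach 60%, reason not given; inactive means mean inhibition across replicates below 60%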; further: values of inactives mirror those of a sister screen read the other way
HIF-2a inh – HIF-2a reporter inhibitors, primary screen, luminescence, 786-0 RCC cells. AID 624352, 2012. 786-0 RCC cells HIF-2a reporter, luciferase luminescence, overnight. 360,000 tested, 0.72% active. inhibition, % at 18.8 µM;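 active means inhibition of the luminescence signal of 40% or more relative to plate controls, in a single-dose primary screen at 18.75 µM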
Shn3 3UTR inh – reduction of Shn3 3'UTR firefly luciferase signal, primary screen, Schnurri-3 inhibitor project, cell-based, Clone20 osteoblasts, set 2; Clone20 osteoblast Shn3 3'UTR firefly luciferase, 24 h; inhibition, % at 12.5 µM; 360,000 tested, 0.52% active;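 active means mean inhibition of at least 75% with every replicate also reaching 75%; inconclusive means mean inhibition at least 75% but some replicate below; inactive means mean inhibition below 75%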;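 further: 0% = median of neutral control wells and 100% = pilot-screen positive control compound; some compounds past the cut are filed as inactive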
KKLEB cytotox – cytotoxicity in KKLEB CF airway cells, primary screen, cytotoxicity control for CF NF-kB inhibitor project, cell-based, uHTS, fluorescence assay plates; 360,000 tested, 0.36% active; KKLEB CF airway cells viability, ATPlite luminescence, overnight; active compounds read low; cells stimulated with P. aeruginosa culture filtrate; AID 602141, 2011; activity change (cytotoxicity), % at 5 µM;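 active means corrected activity change at or below -50% at 5 µM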
Peg3 promoter – Peg3 promoter-driven luciferase inhibitors, primary screen, cell-based, HeLa, luciferase luminescence. HeLa PEG-Prom luciferase reporter, overnight. inhibition, % at 20 µM. 360,000 tested, 1.7% active. AID 588405, 2011;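 active means inhibition of at least 50% at 20 µM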
NR2E3 ag-2 – inhibitors of NR2E3-RetCOR corepressor binding, primary screen, NR2E3 agonist project, biochemical, TR-FRET, GST-NR2E3, biotin-RetCOR | Photoreceptor-specific nuclear receptor (Homo sapiens), Q9Y5X4 | 1536-well | inhibition of corepressor binding, % at 4.78 µM | 320,000 tested, 0.12% active | AID 2300, 2010;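 active means percent inhibition above the cutoff of mean plus 3 SD of all tested compounds, set per screening campaign, cut at about 20% in these data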;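 further: 0% = DMSO wells and 100% = biotin wells as full block of FRET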
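System: GST-tagged NR2E3 plus biotinylated RetCOR corepressor; Buffer or medium: pH 7.5 Tris-based buffer; Probe or stimulus: RetCOR corepressor, biotinylated, 7 nM; Doses: compound at 4.8 µM, single dose; Schedule: 5 h incubation at 4 °C; Technique: time-resolved FRET; Evaluation: percent inhibition of TR-FRET ratio; Replication: one well per compound, singlicate testing.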
* hit, by the source's call; ? = inconclusive; . = no result given.

SMILES | NR2E3 ag-1 | hiPSC survival | CF NFkB block | aDG glyco act | TWEAK-Fn14 inh | MITF TRPM1 inh | HIF-2a inh | Shn3 3UTR inh | KKLEB cytotox | Peg3 promoter | NR2E3 ag-2
CC1(C)CCCN(C(=O)N2c3ccccc3Sc3ccccc32)C1 | 0.8 | 5.0 | 10.1 | -0.1 | 2.7 | 4.6 | 21.8 | -13.5 | 1.1 | 18.6 | 0.6
CCN(CC)c1ccc(/C=N\N2CCN(Cc3ccc(C)cc3)CC2)cc1 | 6.1 | -0.5 | -0.1 | -0.2 | -8.4 | -11.7 | 0.6 | -1.9 | 2.1 | 5.0 | 1.2
COc1ccc(-c2nnc(SCC(=O)Nc3ccccc3OC)o2)cc1 | -46.1 | -0.2 | -12.8 | -0.2 | -20.7 | -62.6 | -176.8 | -90.3 | 0.1 | -202.3 | -0.5
Cn1cc(S(=O)(=O)c2ccccc2)n(C)c1=O | -2.5 | -0.7 | -5.2 | 0.1 | 13.0 | -1.9 | 12.5 | -9.4 | 6.8 | -0.7 | 2.2
CN1CCN(C(=O)c2ccccc2NS(=O)(=O)c2ccc(F)cc2)CC1 | 17.7 | 0.7 | 9.2 | 0.1 | 6.9 | -3.2 | 9.6 | 1.4 | 0.4 | 1.3 | 0.7
COc1cc2c(cc1OC)C(COc1ccccc1OC)N(C(=O)C(C)C)CC2 (centres undefined) | 7.8 | 0.6 | 1.2 | 0.0 | -0.9 | -1.8 | 18.1 | 22.7 | 17.4 | -2.5 | -1.5
CC(C)CNC(=O)C1CCN(c2ccc(S(=O)(=O)N3CCOCC3)cc2)CC1 | -12.6 | -0.8 | -5.8 | 0.3 | 0.3 | -2.2 | -6.1 | 2.2 | 1.8 | 3.5 | 2.4
COc1ccc2c(c1)C(CC(=O)NN)CCC2 (centres undefined) | 37.0 | -1.2 | 4.5 | -0.2 | 11.2 | 7.7 | 7.6 | -10.6 | 4.7 | 8.8 | .
COc1ccc(C(=O)NC2CCCCCCC2)cc1OC | -12.8 | -0.5 | 1.2 | 0.1 | -41.0 | -7.7 | -78.0 | -16.6 | -18.1 | -42.1 | -1.3
COc1ccc(CCNC(=O)Nc2ccccc2[N+](=O)[O-])cc1 | -66.3 | 1.0 | -8.2 | 0.5 | -26.7 | -29.6 | -230.2 | -58.8 | 11.4 | -124.2 | 4.6
COc1cc(/C=C2/SC(=S)NC2=O)ccc1OS(=O)(=O)c1ccc(C)cc1 | 76.7* | 2.8 | 46.3 | 0.4 | 40.1 | 7.2 | 6.0 | 4.7 | -26.6 | 40.8 | -2.7
COc1ccc(C(=O)N2CCN(c3nc(C4CC4)nc4sc(C)c(C)c34)CC2)cc1 | -18.9 | -0.2 | 12.6 | 0.1 | 11.1 | 1.9 | 16.6 | 12.8 | -8.8 | 11.0 | -2.7
CC(=O)Nc1nn(C)c2nc3cc(C)ccc3cc12 | -55.1 | -4.1 | -6.0 | -0.2 | -11.2 | 11.0 | -53.8 | -11.6 | 6.9 | -4.3 | -3.7
O=[N+]([O-])c1ccccc1SNc1ccccc1 | -33.5 | 1.9 | -50.6 | -0.3 | -71.3 | . | -9.5 | -31.9 | -18.0 | 30.8 | .
O=C1CCCN1CC(CN1CCOCC1)Sc1nc2ccccc2c(=O)n1-c1ccccc1 (centres undefined) | 12.9 | -0.2 | -0.7 | 0.4 | -43.1 | -5.9 | -2.3 | 8.2 | -1.1 | 16.6 | .
CC(=O)c1cn(CC(=O)Nc2ccccc2C(F)(F)F)c2ccccc12 | 6.7 | -0.3 | 2.4 | 0.4 | 8.6 | 2.8 | 25.6 | 9.7 | -2.9 | 12.3 | -0.5
Cc1ccc(CCNC(=O)c2ccc3nc4ccc(Cl)cc4c(=O)n3c2)cc1 | 17.0 | 1.7 | 7.2 | 0.1 | 5.0 | 5.1 | 3.4 | 18.0 | 2.0 | 1.0 | 2.1
CN1CCc2c(sc3nc(SCC(=O)N4CCOCC4)nc(N)c23)C1 | 9.4 | -0.7 | -17.6 | 0.0 | 8.7 | -6.3 | 0.2 | 5.4 | 4.2 | 9.2 | -0.3
CN(C)C(=O)CSc1nnc(-c2cccnc2)n1-c1ccccc1 | -26.7 | -0.3 | -5.9 | 0.3 | 17.9 | -2.9 | 0.7 | -0.9 | -0.2 | 1.8 | 2.2
O=C1C(Cc2ccccc2)NC(=S)N1c1ccccc1 (centres undefined) | -15.1 | 0.1 | 0.0 | 0.0 | 12.2 | 3.3 | -10.4 | 0.7 | 11.8 | -11.9 | 2.4
CCC[C@@H](CN1CCC[C@H]1CN1C(N)=NC[C@H]1CC(C)C)N1C[C@@H](Cc2ccccc2)N(CCCC2CCCC2)C1=N | -15.3 | -1.2 | -23.3 | -0.2 | 8.4 | -6.1 | 3.1 | -6.5 | 4.7 | -11.2 | .
COc1ccccc1N1CCN(C(=O)CC(NC(=O)c2ccccc2Cl)c2ccccc2)CC1 (centres undefined) | -5.8 | -0.5 | 6.4 | 0.3 | 2.7 | -11.0 | 3.3 | 1.2 | 6.2 | -2.9 | .
COc1ccc(/C(C)=N/NC(=O)c2cccc(S(=O)(=O)N3CCCC3)c2)c(O)c1 | -8.9 | 0.9 | -2.9 | 1.3 | -2.0 | 73.3* | 5.5 | 88.5* | -14.6 | 45.2 | -2.8
CCNC(=O)C1(C)CCCCN1Cc1ccc(C#N)cc1 (centres undefined) | -22.0 | 3.4 | -35.7 | -0.2 | 7.0 | . | 2.4 | 6.9 | 9.0 | -4.1 | .
COc1ccc(CCNC(=O)C/C(C)=N/NC(=O)COc2ccc(C)cc2Br)cc1OC | -4.4 | -0.7 | 10.3 | 0.2 | 18.0 | -4.5 | -5.2 | -0.8 | 5.6 | 2.8 | 4.0
Cc1nonc1NC(=O)CSc1nc2c(C)cccc2cc1C#N | -22.1 | -1.7 | -57.3 | 0.6 | -17.9 | -41.5 | -146.1 | -30.9 | -0.3 | -115.6 | -43.7
CC(C)c1ccc(NC(=O)CCNC(=O)Cn2cnc3ccccc3c2=O)cc1 | -15.3 | -0.7 | 6.2 | 0.4 | 17.9 | 6.0 | 3.0 | 5.2 | 5.6 | 9.2 | -6.5
CCc1c(C)c2ccc(OCC(=O)OC)cc2oc1=O | 9.0 | -0.5 | -3.6 | -0.5 | -23.4 | 7.8 | 14.1 | -29.1 | 4.1 | 3.0 | -2.1
CCC(c1nnnn1-c1ccc2c(c1)OCCO2)N1CCN(c2ccc(F)cc2)CC1 (centres undefined) | 53.7 | 0.3 | . | 0.9 | 35.1 | . | 5.3 | . | . | . | .
CCCC/C(C)=N/NC(=O)C(=O)NCCc1ccccc1 | 6.1 | 1.6 | 11.0 | -0.2 | 6.6 | -24.0 | 14.1 | -2.0 | -0.7 | -81.5 | 0.8
C[C@@H]1CN([C@H](C)CO)C(=O)c2cc(Br)cnc2O[C@H]1CN(C)C(=O)Nc1ccccc1F | 4.3 | -0.9 | -11.2 | -0.1 | -1.5 | . | 5.7 | 22.4 | 15.1 | 2.0 | .
CC(C)Oc1ccc(C(CC(=O)N2CCOCC2)C(C)C)cc1 (centres undefined) | -2.1 | 0.7 | 8.6 | 0.0 | 9.5 | 5.5 | 9.9 | -2.3 | 0.9 | -1.1 | 1.3
Cc1ccc(S(=O)(=O)N(CC(=O)Nc2cc(C)ccc2C)C(=O)N2CCN(C)CC2)cc1 | 13.8 | -0.3 | -2.2 | 0.1 | 2.1 | 3.0 | 12.2 | -6.6 | 7.8 | -8.1 | -0.1
OC(CNC1CCCC1)COc1ccccc1Br (centres undefined) | -5.0 | -0.9 | 1.3 | 0.0 | 6.1 | -13.7 | 11.2 | 5.4 | 2.8 | -3.7 | .
O=C(C1CCCN(c2ncnc3c2nc2n3CCCCC2)C1)N1CCN(c2ccccc2F)CC1 (centres undefined) | -15.5 | -0.5 | -54.8 | -0.1 | 30.4 | 13.9 | 3.4 | 16.2 | 21.0 | 37.4 | 0.9
Cc1cc(C)n(-c2nncc(-c3ccccc3)n2)n1 | -23.9 | 0.3 | 0.1 | 0.0 | -37.8 | -27.4 | -115.5 | -35.8 | -11.7 | -119.3 | -1.0
COc1ccc(S(=O)(=O)N2CCCCC2)cc1NC(=O)C1CCCC1 | 3.8 | 0.2 | 3.7 | 0.1 | 0.9 | 11.6 | 3.7 | -5.0 | 0.0 | 23.2 | 2.0
O=C(CNC(=O)c1cc(Cl)cc([N+](=O)[O-])c1)OCC(=O)N1CCCCC1 | -14.3 | -0.4 | 10.0 | 0.1 | -5.9 | 29.7 | -0.7 | -9.0 | 6.3 | -9.8 | -1.5
O=S(=O)(c1cccc2cccnc12)n1cnc2ccccc21 | 20.0 | 7.8 | 5.9 | -0.3 | -8.8 | 5.4 | 12.7 | 0.7 | -2.3 | 11.7 | -2.8
CC(=NNC(=S)N1CCCCCC1)c1cccc2cccnc12 | -6.1 | 0.1 | -7.2 | 0.2 | 6.0 | 50.6 | -14.8 | ? | 3.3 | 0.2 | .
CCOc1ccc(NC(=S)Nc2ccc(C)c([N+](=O)[O-])c2)cc1 | -2.9 | -1.6 | -9.7 | -0.1 | -7.7 | -15.0 | -31.7 | 12.9 | 6.0 | -14.6 | -0.6
O=C(CN1CCCN(S(=O)(=O)c2ccc(F)cc2)CC1)Nc1ccccc1Br | -21.4 | -2.7 | 14.1 | 0.1 | 6.8 | 4.9 | 21.4 | 14.9 | 0.2 | 4.1 | 1.4

Part of the list above in order of length of the SMILES, lowest first.
SMILES | NR2E3 ag-1 | hiPSC survival | CF NFkB block | aDG glyco act | TWEAK-Fn14 inh | MITF TRPM1 inh | HIF-2a inh | Shn3 3UTR inh | KKLEB cytotox | Peg3 promoter | NR2E3 ag-2
COc1ccc(S(=O)(=O)N2CCCCC2)cc1NC(=O)C1CCCC1 | 3.8 | 0.2 | 3.7 | 0.1 | 0.9 | 11.6 | 3.7 | -5.0 | 0.0 | 23.2 | 2.0
O=C(CNC(=O)c1cc(Cl)cc([N+](=O)[O-])c1)OCC(=O)N1CCCCC1 | -14.3 | -0.4 | 10.0 | 0.1 | -5.9 | 29.7 | -0.7 | -9.0 | 6.3 | -9.8 | -1.5
O=C(C1CCCN(c2ncnc3c2nc2n3CCCCC2)C1)N1CCN(c2ccccc2F)CC1 (centres undefined) | -15.5 | -0.5 | -54.8 | -0.1 | 30.4 | 13.9 | 3.4 | 16.2 | 21.0 | 37.4 | 0.9

Screening results: PubChem BioAssay, several laboratories
